# Source: PubChem (several laboratories)
# E coli Lon inh = inhibits E. coli Lon protease; purified E. coli Lon protease, fluorescence polarization; inhibition, % at 7.94 µM; P0A9M0; AID 602123; actives 0.42% (n = 360,000); in the data active = inhibition above about 13%, passing the limit was not always enough;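 note: 0% = enzyme with probe and DMSO and 100% = no enzyme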
# CSN inh = CSN deneddylation inhibition; Purified CSN, SCF-Nedd8-OG deneddylation, fluorescence polarization; actives 0.38% (n = 360,000); inhibition, % at 12.5 µM;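 active = pattern-corrected inhibition above about 35%, with an unprinted fluorescence ratio check between 0.5 and 1.5, limit read from the data, passing the limit was not always enough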;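 note: 0% = enzyme with substrate and 100% = substrate without enzyme; some results filed as inactive read as strong as hits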
# Target sequence (Q92905 whole entry, looked up, one chain of several): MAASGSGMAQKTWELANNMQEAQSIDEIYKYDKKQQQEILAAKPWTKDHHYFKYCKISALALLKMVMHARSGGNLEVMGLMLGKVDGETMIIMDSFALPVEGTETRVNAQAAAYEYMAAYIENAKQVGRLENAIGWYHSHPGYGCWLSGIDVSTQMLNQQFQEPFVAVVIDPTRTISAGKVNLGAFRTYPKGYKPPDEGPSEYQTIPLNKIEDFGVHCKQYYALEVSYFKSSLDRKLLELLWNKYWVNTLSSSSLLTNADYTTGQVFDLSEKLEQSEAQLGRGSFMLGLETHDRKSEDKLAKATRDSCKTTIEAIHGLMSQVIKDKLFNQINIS
#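 Material: purified human Csn5 enzyme expressed in HEK293T cells / Medium: Tris buffer pH 7.5, NaCl, DTT, Tween-20, trehalose, ovalbumin / Compound dosing: 12.5 µM single point / Schedule: 90 min incubation of compound, enzyme and substrate at room temperature / Signal: fluorescence polarization of the substrate / Control set: no-enzyme wells high, enzyme-with-substrate wells low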
# MsrA inhibitor = inhibits bovine methionine sulfoxide reductase A | purified bovine MsrA, absorbance read-out | inhibition, % at 15.5 µM | actives 0.75% (n = 360,000) | AID 651718; in the data active = inhibition above about 4.5%;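 note: 0% = vehicle wells with enzyme and 100% = reference inhibitor wells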
# Tb MetRS inh = Trypanosoma brucei MetRS inhibition; purified T. brucei MetRS, ATP depletion, Kinase-Glo luminescence; inhibition, % at 11.9 µM; actives 0.4% (n = 360,000); AID 624268;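 active = inhibition above a per-plate cutoff of the control wells' mean inhibition plus 3 SD, cut at about 5.5% in these data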;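 note: 0% = DMSO wells median and 100% = median of wells with control inhibitor compound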
#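 Material: T. brucei methionyl-tRNA synthetase, purified; reagent: substrates ATP, L-methionine and bulk Escherichia coli tRNA; dosing: 11.9 µM single point; timing: 15 min plus 2 h at 25 °C; detection: luminescence of leftover ATP; evaluation: % inhibition; control set: DMSO-only wells as low control; replicates: singlicate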
# Rin1-Abl PPI inh = human Rin1-Abl interaction inhibition; TR-FRET Rin1/Abl binding, biochemical; inhibition, % at 7.35 µM; actives 0.4% (n = 360,000); in the data active = inhibition above about 5%, passing the limit was not always enough
# bovine MsrA act = activates bovine MsrA enzyme; actives 0.3% (n = 360,000); purified bovine MsrA, absorbance read-out; activation, % at 10.6 µM; in the data active = activation above about 7.5%;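 note: 0% = vehicle and 100% = reference activator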
# MLLE-PAM2 inh = inhibitors of microRNA-mediated deadenylation, human PABP1 MLLE binding. P11940. AID 588489. GST-MLLE / FITC-PAM2 fluorescence polarization. inhibition, % at 20 µM. actives 0.36% (n = 360,000); in the data active = inhibition above about 35%, passing the limit was not always enough;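 note: plate controls were DMSO wells with GST-MLLE for no effect and wells lacking GST-MLLE protein for full effect; some results filed as inactive read as strong as hits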
# Neddyl block = blocks human cullin neddylation; calls only at 25 µM; actives 0.58% (n = 360,000); TR-FRET cullin neddylation, biochemical; in the data active = inhibition above about 36%
# FAS TE block = FAS thioesterase (human) inhibition. inhibition, % at 15 µM. AID 602261. actives 0.67% (n = 360,000). P49327. recombinant FAS-TE, OMFH fluorogenic substrate, fluorescence endpoint;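 active = compounds whose normalised, plate-corrected inhibition of enzyme fluorescence in the single-dose primary screen is 50% or more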;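 note: 0% = DMSO with enzyme and 100% = substrate without enzyme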
# Active calls of the source: *; i = inactive; / = not tested or not shown.
Compound	E coli Lon inh	CSN inh	MsrA inhibitor	Tb MetRS inh	Rin1-Abl PPI inh	bovine MsrA act	MLLE-PAM2 inh	Neddyl block	FAS TE block
O=C(NN1C(=O)C2C(C1=O)C1C=CC2C12CC2)c1ccccc1Cl (stereo not drawn)	3	-3	0.0	-1.1	-2	-8	5	i	-7
O=c1c2ccccc2nc(SCc2cc([N+](=O)[O-])cc3c2OCOC3)n1-c1ccccc1	1	-2	-0.5	0.6	3	-1	9	i	27
CC(=O)Nc1ccc(NC(=S)NC(=O)c2ccc([N+](=O)[O-])c(C)c2)cc1	-4	2	-0.9	-0.2	-3	-2	19	i	-6
O=C(CSC1=Nc2ccccc2C2=NC(Cc3c[nH]c4ccccc34)C(=O)N12)NC1CCCCC1 (stereo not drawn)	-10	2	0.0	-0.2	0	-9	-104	i	-3
CCc1ccc(OCC(=O)Nc2ccc3oc(=O)ccc3c2)cc1	1	1	-1.2	-0.1	2	-3	5	i	10
COc1ccc(C(C)NC(=O)C23CC4CC(CC(C4)C2)C3)cc1 (stereo not drawn)	-1	2	-1.6	-0.8	0	1	-10	i	5
O=C(CSCc1ccccc1)N1CCN(S(=O)(=O)c2cccc(F)c2)CC1	-2	-9	0.5	-0.1	-2	0	4	i	5
Cc1ccc(N/C(N)=N/c2nc(CSc3ccccn3)cc(=O)[nH]2)c(C)c1	4	2	2.4	-0.8	-3	-2	-4	i	7
COc1ccc(C(=O)NCCN2C(=O)S/C(=C\c3cccnc3)C2=O)cc1[N+](=O)[O-]	-11	-1	1.7	-0.1	-4	1	-3	i	10
COc1cc(C(=O)N2CCN(c3ccccc3F)CC2)ccc1OCC(=O)N1CCOCC1	6	-2	-0.3	0.0	-1	-2	-3	i	-8
Cc1ccc(-c2nc(CSCC(=O)N3CCN(c4ccccn4)CC3)c(C)o2)cc1	-2	1	0.0	1.7	1	-1	5	i	0
O=C(O)C1CCCCC1C(=O)Nc1cccc(C(=O)N2CCCCC2)c1 (stereo not drawn)	-10	-1	-1.3	-0.4	1	1	10	i	-5
COc1cccc(C(=O)Nc2c(C)nn(-c3ccccc3)c2C)c1	-4	5	-0.1	1.2	0	-3	15	i	-10
O=C(CN1CCOCC1)Nc1ccccc1	2	1	1.8	-2.0	4	-14	-2	i	-2
Cc1ccnc(NC(=O)COC(=O)C2COc3ccccc3O2)n1 (stereo not drawn)	-10	-3	0.9	0.7	2	0	2	i	-5

# Some of the entries so far, with values under each structure:
# Fields – E coli Lon inh | CSN inh | MsrA inhibitor | Tb MetRS inh | Rin1-Abl PPI inh | bovine MsrA act | MLLE-PAM2 inh | Neddyl block | FAS TE block
- CCc1ccc(OCC(=O)Nc2ccc3oc(=O)ccc3c2)cc1
  1 | 1 | -1.2 | -0.1 | 2 | -3 | 5 | i | 10
- COc1ccc(C(C)NC(=O)C23CC4CC(CC(C4)C2)C3)cc1 (stereo not drawn)
  -1 | 2 | -1.6 | -0.8 | 0 | 1 | -10 | i | 5
- O=C(CSCc1ccccc1)N1CCN(S(=O)(=O)c2cccc(F)c2)CC1
  -2 | -9 | 0.5 | -0.1 | -2 | 0 | 4 | i | 5
- Cc1ccc(N/C(N)=N/c2nc(CSc3ccccn3)cc(=O)[nH]2)c(C)c1
  4 | 2 | 2.4 | -0.8 | -3 | -2 | -4 | i | 7
- COc1ccc(C(=O)NCCN2C(=O)S/C(=C\c3cccnc3)C2=O)cc1[N+](=O)[O-]
  -11 | -1 | 1.7 | -0.1 | -4 | 1 | -3 | i | 10
- COc1cc(C(=O)N2CCN(c3ccccc3F)CC2)ccc1OCC(=O)N1CCOCC1
  6 | -2 | -0.3 | 0.0 | -1 | -2 | -3 | i | -8
- Cc1ccc(-c2nc(CSCC(=O)N3CCN(c4ccccn4)CC3)c(C)o2)cc1
  -2 | 1 | 0.0 | 1.7 | 1 | -1 | 5 | i | 0

# The list goes on:
Compound	E coli Lon inh	CSN inh	MsrA inhibitor	Tb MetRS inh	Rin1-Abl PPI inh	bovine MsrA act	MLLE-PAM2 inh	Neddyl block	FAS TE block
COc1ccc(C(OCC(O)CNCCc2ccccc2)c2ccc(OC)cc2)cc1 (stereo not drawn)	-3	-5	-1.3	-0.7	5	0	-5	i	3
COc1ccccc1CNC(=O)CCS(=O)(=O)c1ccc2c(c1)CCCN2C(C)=O	-5	1	-0.3	0.1	0	-3	0	i	-10
C=C1N(c2ccccc2)C(=O)OC1(C)C	-10	-2	-0.5	-0.7	0	-4	5	i	-17
CCOc1cc2[nH]c(=S)n(CCCN3CCN(C)CC3)c(=O)c2cc1OCC	8	-1	0.2	-0.2	-2	-2	-78	i	-2
Cc1oc2ccc(OCc3ccccc3Cl)cc2c1C(=O)O	-4	5	0.7	-0.4	2	-4	-3	i	-8
Cc1sc(NC(=O)c2ccco2)c(C(c2cccnc2)N2CCN(C)CC2)c1C (stereo not drawn)	3	0	0.3	-1.4	4	3	22	i	-4
CSc1cccc(NC(=S)N2CCC(N(C)C(C)C)CC2)c1	-6	-6	-0.6	0.1	1	-5	-24	i	-3
CC12CCC(C(=O)NNc3ccc([N+](=O)[O-])cc3)(OC1=O)C2(C)C (stereo not drawn)	2	3	3.0	0.0	0	-4	-1	i	-3
CCOC(=O)Nc1ccc2c(COC(=O)C(NS(=O)(=O)c3ccc(Cl)cc3)C(C)O)cc(=O)oc2c1 (stereo not drawn)	0	-3	4.6*	-0.1	-2	-3	-1	/	9
Cc1ccc(S(=O)(=O)c2c(N)n(NC(=O)c3ccccc3C)c3nc4ccccc4nc23)cc1	15	-2	0.3	1.0	-2	-2	-1	/	9
O=C(Nc1cccnc1)C1Cc2c(-c3ccco3)ccnc2O1 (stereo not drawn)	-5	0	-0.2	-0.3	0	-3	4	i	-9
CC(=O)Nc1ccc(NC(=O)C2CCCN2S(=O)(=O)c2cccc(C(F)(F)F)c2)cc1 (stereo not drawn)	3	-1	2.2	-0.2	-4	-3	3	i	-3
CC(C)C[C@H](NC(=O)Nc1ccccc1F)C(=O)O	0	-6	1.2	-0.7	-2	-1	6	i	-3
CCCCCNC(=O)C(c1cccc2ccccc12)n1c(=O)c(-c2ccco2)nc2ccccc21 (stereo not drawn)	/	33	1.8	-0.7	/	/	/	i	/
O=S(=O)(c1ccc(Cl)cc1)N1CCC2(CC1)CO2	2	0	0.2	-0.4	1	-2	11	i	-4

# (more compounds)
mol	E coli Lon inh	CSN inh	MsrA inhibitor	Tb MetRS inh	Rin1-Abl PPI inh	bovine MsrA act	MLLE-PAM2 inh	Neddyl block	FAS TE block
CCOc1cc(C2C(C(C)=O)=C(O)C(=O)N2CCc2c[nH]c3ccccc23)ccc1O (stereo not drawn)	3	1	3.3	0.3	2	-3	-8	i	-3
Cc1cc(C)n(C(=O)CNC(=O)CCc2ccccc2)n1	-7	-7	1.6	-0.8	5	-4	-20	i	-4
CCCSc1ccccc1C(=O)N1CCN(C(=O)c2ccco2)CC1	3	-1	-0.4	-0.3	3	-12	26	i	-4
COc1cc(N(C)C)c([N+](=O)[O-])cc1C(=O)N1CCOCC1	-1	-7	1.4	-0.5	-5	-1	5	i	-4
Cc1onc(-c2c(Cl)cccc2Cl)c1NC(=O)N1CCSCC1	-8	1	-0.9	-0.9	6	-4	2	i	-5
O=C(CSc1nc2ccccc2c(=O)n1-c1ccc(F)cc1)Nc1cc(S(=O)(=O)N2CCOCC2)ccc1Cl	-6	0	0.0	0.1	1	-2	-4	i	78*
Cc1nc(-c2ccc(Cl)cc2)sc1C1(C)CC(c2ccc(OC(F)(F)F)cc2)=NO1 (stereo not drawn)	1	0	1.5	-0.2	2	0	5	i	18
Cc1cccc(N2CCN(C(=O)/C=C/c3ccco3)CC2)c1C	-1	-7	0.7	-0.5	-2	-4	8	i	-1
S=c1nc(-c2ccccc2)[nH]c2ccccc12	-2	17	2.9	0.5	-11	0	36	i	0
CC(Oc1cccc(Cl)c1)C(=O)Nc1cc(S(=O)(=O)N2CCCCC2)ccc1N1CCOCC1 (stereo not drawn)	1	-4	-0.8	-0.2	0	-2	0	i	28
COc1cc(NS(=O)(=O)c2ccc(N/C=C(\C#N)c3nc4cc(Cl)ccc4o3)cc2)nc(OC)n1	0	11	1.0	0.0	-4	0	-14	i	10
COc1ccc(-n2cnc3cc(NS(=O)(=O)c4ccccc4)ccc32)cc1	-3	-2	-0.3	-0.2	0	-1	14	i	3
Cc1nc(-c2ccc(F)cc2)c(CC(=O)N(C)CC(=O)Nc2ccc(Br)cc2C)s1	0	-1	0.1	-0.4	-1	-2	6	i	9
CC(Oc1ccc(Cl)cc1)C(=O)Nc1nccs1 (stereo not drawn)	-6	0	0.6	0.4	3	-2	-12	i	-1
CCc1ccc(CCN2C(=O)c3ccccc3C2=O)nc1	-6	-3	-0.3	-0.3	2	-2	8	i	-2
O=C1c2cccnc2C(=O)N1Cc1ccc(S(=O)(=O)NCc2ccco2)cc1	-7	1	-0.6	-0.6	1	-4	-3	i	-4
COc1ccccc1N(CC(=O)NC(C)(C)C)C(=O)Cn1nnc(-c2ccc(C)o2)n1	2	1	1.1	-0.2	-2	0	2	i	-2
CCOc1ccc(NC(=O)N2CC=C(n3c(=O)[nH]c4ccccc43)CC2)cc1	-2	2	0.8	0.0	2	0	-8	i	-3
